# Bioassay records from PubChem BioAssay.
# RTF Ca sens inh – cardiac RTF calcium sensitivity inhibitors, primary screen, biochemical, IANBD-TnC fluorescence, EC70 calcium; 0.12% of 340,000 active; IANBD-labeled cardiac RTF, Ca2+ fluorescence; AID 493244, 2011; inhibition, % at 7.15 µM; Troponin I, cardiac muscle (Homo sapiens) + Troponin T, cardiac muscle (Homo sapiens) + …;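 active means inhibition above the mean inhibition of all tested compounds plus 3 SD, cut at about 17% in these data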;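 further: assay run at fixed EC70 calcium of 1.6 mM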
# Arrestin-AP2 inh – inhibitors of beta-arrestin/AP2 binding, primary screen, biochemical, GPCR trafficking, flow cytometry | beta-arrestin 1 C-terminal peptide binding to AP2 beta2-adaptin appendage (human) | FITC-arrestin peptide / GST-AP2 beads; AP2 beta2 appendage carries R879A mutation | inhibition, % at 10 µM | 0.31% of 340,000 active | AID 504490, 2011;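 active means inhibition above a set limit, near 3 SD of compounds lacking own fluorescence, cut at about 54% in these data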;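 further: plate controls were DMSO wells for no effect and 5 µM unlabelled arrestin peptide for full effect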
#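 Assay system: GST-AP2 R879A bound to glutathione beads, E. coli-expressed; Medium: PBS with 0.05% Tween 20 and 0.1% BSA; Also added: fluorescein-tagged arrestin peptide at 50 nM final; Timing: 12 min plus 1 h, RT; Measured by: flow cytometry, FL1 (488/535 nm); Evaluation: percent drop in bead-associated FITC signal.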
# MOR-DOR ag – agonists of OPRM1-OPRD1 heterodimerization, primary screen, cell-based, luminescence. Mu-type opioid receptor (Homo sapiens) + Delta-type opioid receptor (Homo sapiens), …. cells. 0.3% of 340,000 active. activation, % at 9.3 µM; in the data active means activation above about 18%;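 further: 0% = vehicle-treated cells and 100% = reference agonist; values of inactives mirror those of a sister screen read the other way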
# OPRM1-OPRD1 inv – inverse agonists of MOR-DOR heterodimerization, primary screen, cell-based, luminescence; Mu-type opioid receptor (Homo sapiens) + Delta-type opioid receptor (Homo sapiens), …; cell-based MOR-DOR heterodimer luminescence, inverse agonism; inhibition, % at 9.3 µM; 0.21% of 340,000 active; AID 504357, 2011; in the data active means inhibition above about 22%, passing the limit was not always enough;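 further: 0% = cells with DMSO and 100% = wells without cells with DMSO; values of inactives mirror those of a sister screen read the other way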
# Keap1 Nrf2 FP – Keap1-Nrf2 protein-protein interaction inhibitors, primary screen, biochemical, fluorescence polarization, single point. Kelch-like ECH-associated protein 1 (Homo sapiens), Q14145. Keap1 Kelch-Nrf2 peptide fluorescence polarization, 1536-well. inhibition, % at 9.4 µM. 0.15% of 340,000 active. AID 504523, 2011; in the data active means inhibition above about 12%;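 further: human Keap1 Kelch domain with fluorescein labeled Nrf2 9mer peptide probe; 0% = neutral control wells and 100% = peptide positive control; higher means more block of Keap1 binding to Nrf2 peptide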
# RTF Ca sens act – cardiac RTF calcium sensitivity activators, primary screen, biochemical, IANBD-TnC fluorescence, EC20 calcium. Troponin I, cardiac muscle (Homo sapiens) + Troponin T, cardiac muscle (Homo sapiens) + …. IANBD-labeled TnC RTF fluorescence at EC20 calcium; 0% EC20 calcium, 100% full calcium. activation, % at 7.2 µM. 0.24% of 340,000 active. AID 493008, 2010;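 active means activation above the mean over all tested compounds plus 3 SD, cut at about 30% in these data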;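 further: rise in fluorescence read as greater calcium sensitivity of cardiac thin filaments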
# V-ATPase pH – regulators of yeast V-ATPase proton pumping, primary screen, pHLuorin cytosolic pH fluorescence; S. cerevisiae; response, % at 10 µM; 0.37% of 350,000 active; AID 504577, 2011; in the data active means response mostly above about 7.3%, no sharp cut-off; inactive means mostly below about 5.4%; further: actives read high; inactives centre near 0; some compounds called inactive have numbers as strong as hits; reference of the scale not given here
# Wnt bcat act – Wnt/beta-catenin pathway activators, primary screen, cell-based, plate reader, single point. Wnt/beta-catenin reporter cell assay, activator. activation, % at 9.35 µM. 1.2% of 300,000 active. AID 743398, 2014; in the data active means activation above about 30%, passing the limit was not always enough;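 further: 0% = neutral control wells and 100% = positive control wells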
# C-LANA FP – inhibitors of KSHV C-LANA binding to DNA, primary screen, biochemical, fluorescence polarization, FAM-LBS DNA, MBP-C-LANA, single point; Kaposi's sarcoma herpesvirus LANA C-terminal domain (residues 932-1162) DNA binding; inhibition, % at 9 µM; 0.078% of 340,000 active; AID 504423, 2011;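 active means highest replicate inhibition at or above 60% at 9 µM, even if other replicates fall short; inactive means all replicates below 60% inhibition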;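 further: 0% = neutral control wells and 100% = 4 µM acridine orange control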
# DSG3 Ab inh – inhibitors of pemphigus antibody binding to DSG3, primary screen, biochemical, bead-based, flow cytometry, scFv-GFP | binding (percent of control), % at 10 µM | 0.48% of 310,000 active | Desmoglein-3 (Homo sapiens), P32926 | DSG3-coupled beads, scFv-anti-DSG3-GFP binding; hits give low values;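 active means binding more than 3 SD below its plate's average and above zero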;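 further: hits lower antibody fragment binding to DSG3; some compounds called inactive have numbers as strong as hits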
# Target sequence (P32926 whole entry, looked up, the tested form may be a part): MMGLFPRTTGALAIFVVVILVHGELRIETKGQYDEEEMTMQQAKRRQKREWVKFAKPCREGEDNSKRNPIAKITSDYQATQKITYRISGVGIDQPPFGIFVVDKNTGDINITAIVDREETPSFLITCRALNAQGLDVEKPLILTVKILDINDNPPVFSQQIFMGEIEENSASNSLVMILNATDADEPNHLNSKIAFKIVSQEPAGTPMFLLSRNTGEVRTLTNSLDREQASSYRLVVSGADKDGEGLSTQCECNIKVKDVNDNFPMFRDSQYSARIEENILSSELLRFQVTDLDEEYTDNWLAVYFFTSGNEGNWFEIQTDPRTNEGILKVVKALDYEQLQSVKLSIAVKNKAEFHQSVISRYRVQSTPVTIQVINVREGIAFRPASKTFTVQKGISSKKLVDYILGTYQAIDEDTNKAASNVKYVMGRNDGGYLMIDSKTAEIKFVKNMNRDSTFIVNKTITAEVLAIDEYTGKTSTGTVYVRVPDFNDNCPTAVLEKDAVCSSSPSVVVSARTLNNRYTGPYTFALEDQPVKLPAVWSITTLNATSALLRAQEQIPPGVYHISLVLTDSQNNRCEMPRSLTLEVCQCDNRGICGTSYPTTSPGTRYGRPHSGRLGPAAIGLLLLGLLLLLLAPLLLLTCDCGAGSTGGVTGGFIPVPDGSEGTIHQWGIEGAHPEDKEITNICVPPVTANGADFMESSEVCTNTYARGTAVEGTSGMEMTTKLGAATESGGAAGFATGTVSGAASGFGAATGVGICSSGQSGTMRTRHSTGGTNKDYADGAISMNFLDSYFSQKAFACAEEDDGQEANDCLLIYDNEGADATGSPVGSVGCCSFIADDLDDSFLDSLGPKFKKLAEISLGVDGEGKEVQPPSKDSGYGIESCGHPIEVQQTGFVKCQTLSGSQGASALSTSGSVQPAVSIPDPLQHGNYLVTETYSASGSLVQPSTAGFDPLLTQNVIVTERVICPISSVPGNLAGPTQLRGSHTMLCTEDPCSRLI
# Starred values were filed as active, the others as inactive; x = no result given.
SMILES,RTF Ca sens inh,Arrestin-AP2 inh,MOR-DOR ag,OPRM1-OPRD1 inv,Keap1 Nrf2 FP,RTF Ca sens act,V-ATPase pH,Wnt bcat act,C-LANA FP,DSG3 Ab inh
COc1cccc2c(Nc3ccccc3C)cc(C)nc12,-4.6,-1.2,-0.6,3.2,1.6,-5.0,6.2,-0.6,0.0,100.8
COc1ccc(NC(=O)CN(C)C(=O)c2ccc(-c3ccccc3Cl)o2)cc1,-1.1,-5.6,-0.9,5.9,-3.0,-0.6,-1.4,3.7,-0.9,109.3
COc1ccc(C(O)Cn2ccsc2=NC(C)=O)cc1 (centres undefined),-28.0,14.1,-0.5,2.9,-2.4,-4.3,-3.9,-5.2,-0.5,94.2
CCOC(=O)c1sc2nc(NC(=O)COc3ccccc3)sc2c1C,-5.3,6.2,-1.1,6.6,-2.7,-1.2,4.3,-4.1,-1.3,104.1
O=C(CN1CCN(S(=O)(=O)c2ccc(F)cc2)CC1)Nc1ccc(Cl)c(C(F)(F)F)c1,-4.2,-3.7,6.7,-27.8,4.9,-3.0,3.0,-3.0,-0.8,101.4
CCOc1ccc(S(=O)(=O)Nc2ccc(C(=O)N3CCCC3)cc2)cc1,-0.1,-18.7,-0.8,5.2,1.9,1.1,2.9,-1.9,0.9,100.1
COc1cccc(Oc2ccc(C(F)(F)F)cc2NC(=O)CN2C(=O)NC3(CCCC3)C2=O)c1,-1.6,7.5,0.4,-1.7,-3.6,-6.0,-0.1,-16.2,1.1,x
Cc1oc(C(=O)O)cc1CSCc1ccoc1C(=O)O,-1.4,-0.9,-1.6,8.7,-3.6,-3.0,0.8,x,3.7,97.4
CS(=O)(=O)NCCOc1ccc(S(=O)(=O)N2CCCc3ccccc32)cc1,-3.0,9.2,-0.8,5.0,-0.6,-4.2,3.9,x,1.5,121.8
COc1cc2ncnc(NCCCN3CCOCC3)c2cc1OC,0.2,-10.1,-1.6,8.2,2.1,-3.0,-3.4,-1.0,-0.8,x
O=C(CN1C(=O)COc2ccc(S(=O)(=O)N3CCOCC3)cc21)NCc1ccccn1,-13.5,6.7,-0.4,1.9,-2.5,0.8,1.5,0.2,-1.8,99.4
COc1ccc(N2C(=O)CSC2c2ccccc2)cc1 (centres undefined),-11.6,-11.9,-2.2,10.2,-4.2,-3.9,-0.4,0.2,-1.9,100.6
O=S(=O)(NC1CCCCC1Sc1ncccn1)c1ccc(Cl)cc1 (centres undefined),-5.6,2.8,1.8,-8.8,3.1,1.1,2.2,-3.6,2.3,x
CCn1c(=O)c([N+](=O)[O-])c(N2CCN(Cc3ccc4c(c3)OCO4)CC2)c2ccccc21,-2.4,37.9,1.1,-5.3,-2.3,-1.0,-3.2,-1.3,-0.2,x
NC(=O)c1ccccc1OCC(=O)Nc1cccnc1Cl,-5.9,1.0,-3.8,15.5,-3.9,-0.7,-0.8,19.4,-1.7,x
O=Cc1c(N2CCCCCC2)nc2ccccn2c1=O,-14.0,-1.7,-1.8,9.1,-0.3,-6.9,-6.0,x,0.1,105.8
O=C(c1ccccc1)N1CCN(S(=O)(=O)c2cccs2)CC1,-5.9,40.2,-2.0,10.9,-4.2,0.6,-1.5,-0.8,0.7,x
CCOc1ccc(C2CC(c3ccc(CC)cc3)n3nc(N)nc3N2)cc1 (centres undefined),-6.6,11.6,-1.8,8.7,-4.2,1.3,-0.9,-1.2,-0.3,106.3
CC1CCCN(C(=O)CCNC(=O)Cn2cnc3ccccc3c2=O)C1 (centres undefined),10.0,13.6,1.9,-14.0,1.1,0.6,-4.1,-1.6,-2.3,x
O=C(CSc1nc2ccccc2n1Cc1ccccc1)N/N=C/c1ccccc1C(=O)O,-0.2,30.2,-3.4,17.2,-5.7,0.7,0.6,-0.9,-0.4,84.7
CCN(CC)S(=O)(=O)c1ccc(C(=O)NCc2cccs2)cc1,-6.8,1.8,-2.2,11.7,-7.7,6.9,1.4,-3.1,1.6,101.5
O=C(COC(=O)C(O)C(O)C(=O)OCC(=O)c1ccc(C(F)(F)F)cc1)c1ccc(C(F)(F)F)cc1 (centres undefined),x,37.6,x,x,4.1,x,-3.0,-2.1,2.1,96.0
CN(C)C1=NC[C@H](Cc2ccccc2)N1CCCC1CCCCC1,-12.8,12.8,4.7,-26.0,-7.0,12.2,-1.4,-8.5,0.0,106.3
O=C(COC(=O)CC1CC2CCC1C2)Nc1cc([N+](=O)[O-])ccc1F (centres undefined),13.9,20.1,9.5,-48.4,-3.3,0.1,-0.8,-2.2,-0.5,97.7
COc1cc([N+](=O)[O-])cc(/C=N/NC(=O)Cn2nccc2C)c1O,-10.0,-10.5,-2.2,12.0,-6.3,-1.2,-3.4,-1.7,2.4,97.8

# One compound at a time, as listed above.
# CCOC(=O)c1sc2nc(NC(=O)COc3ccccc3)sc2c1C as listed: RTF Ca sens inh = -5.3; Arrestin-AP2 inh = 6.2; MOR-DOR ag = -1.1; OPRM1-OPRD1 inv = 6.6; Keap1 Nrf2 FP = -2.7; RTF Ca sens act = -1.2; V-ATPase pH = 4.3; Wnt bcat act = -4.1; C-LANA FP = -1.3; DSG3 Ab inh = 104.1
# O=C(CN1CCN(S(=O)(=O)c2ccc(F)cc2)CC1)Nc1ccc(Cl)c(C(F)(F)F)c1 as listed: RTF Ca sens inh = -4.2; Arrestin-AP2 inh = -3.7; MOR-DOR ag = 6.7; OPRM1-OPRD1 inv = -27.8; Keap1 Nrf2 FP = 4.9; RTF Ca sens act = -3.0; V-ATPase pH = 3.0; Wnt bcat act = -3.0; C-LANA FP = -0.8; DSG3 Ab inh = 101.4

# Additional structures.
SMILES,RTF Ca sens inh,Arrestin-AP2 inh,MOR-DOR ag,OPRM1-OPRD1 inv,Keap1 Nrf2 FP,RTF Ca sens act,V-ATPase pH,Wnt bcat act,C-LANA FP,DSG3 Ab inh
COC(=O)c1cc(CC(=O)c2ccc(O)cc2O)c(C)o1,-5.8,-5.5,-1.2,7.0,-4.2,1.6,-0.7,x,-0.7,104.2
CCC(C)(C(=O)NC1CCCC1)N(C(C)=O)c1ccc(C)cc1 (centres undefined),6.1,12.7,-0.7,4.5,0.0,-9.4,-1.9,-0.6,1.1,x
CCCN=CC1=C(O)CC(c2ccccc2)CC1=O (centres undefined),9.3,-5.4,-2.5,13.7,-2.5,1.7,-1.5,-4.5,3.3,103.0
CC(C)c1c(C(=O)N/N=C/c2cccnc2)nnn1-c1nonc1N,2.3,26.9,-2.5,13.2,-1.4,-1.6,-0.5,-1.9,0.5,106.6
CCn1nnc(NC(=O)C(C)Oc2ccc(Cl)cc2Cl)n1 (centres undefined),-9.8,1.6,-2.2,11.5,4.5,6.2,1.4,-0.3,1.1,x
CSc1nc(Sc2ccccc2Cl)c2ccccc2n1,11.2,14.7,1.1,-6.0,-4.9,0.9,3.3,x,1.4,106.1
COc1ccc(Cl)c(OC)c1C(=O)NC(=O)Nc1nc(C)nc(C)n1,3.2,8.1,-2.9,15.1,2.2,-3.9,-2.0,-0.2,-0.7,97.1
CCOc1ccc(C=NCC(O)c2ccccc2)cc1 (centres undefined),-8.3,31.1,0.2,-0.8,-3.3,-7.2,0.5,-2.7,-0.4,109.2
Cc1ccc(NC(=O)C2CCC(CNC(=O)[C@@H]3Cc4ccccc4CN3)CC2)cc1 (some centres undefined),0.1,31.7,-1.6,8.0,1.3,-1.4,-4.2,1.6,-0.2,100.9
CCOC(=O)c1ccc(N(C(=O)CNC(=O)c2ccco2)C(C(=O)NCC2CCCO2)c2ccc(OC)c(OC)c2)cc1 (centres undefined),-1.5,19.1,2.4,-19.4,0.3,-4.0,-0.2,0.5,0.2,113.6
COC(=O)c1cc2occc2n1Cc1nc(-c2ccc(Cl)cc2)oc1C,-14.3,16.7,0.3,-1.7,1.3,-1.1,0.3,-2.9,-1.3,104.7
O=C(CSc1nc2nn(-c3ccccc3)c(=O)c-2c2n1CCCCC2)Nc1ccc(F)c(F)c1,0.4,-11.9,-2.4,11.8,-5.2,-2.0,5.3,-1.6,-0.3,-12.1*
COc1ccccc1NC(=O)COC(=O)c1cnccn1,4.9,-0.2,-3.5,17.4,1.6,-1.6,-1.8,x,-0.3,x
COC(C[C@H]1O[C@@H]1[C@H](O)COCc1ccccc1)OC,-5.5,38.7,-0.3,1.6,4.9,-5.5,-2.3,-0.2,6.8,99.1
COc1cc(CC(=O)OCC(=O)NCc2cccs2)cc(OC)c1OC,-0.7,31.9,-4.4,17.1,-0.7,-3.4,x,-3.8,-0.4,98.0
COc1ccc(CCNC(=O)CSc2nnc(-c3ccccc3)o2)cc1OC,0.9,-7.0,-0.6,2.8,5.6,1.6,10.9*,-6.9,-0.6,92.7
Cc1cccc(C(=O)Nc2ccc(O)cc2)c1,-2.7,-2.4,-1.4,8.0,-3.3,3.8,4.3,x,0.9,101.7
COC(=O)c1cc(-n2cccc2)ccc1N1CCOCC1,-5.5,6.7,-1.3,6.3,-5.9,11.0,-2.6,0.9,0.8,x
COc1ccc(N2CCN(C(=O)c3cc(N4C(=O)C5C6CCC(C6)C5C4=O)ccc3Cl)CC2)cc1 (centres undefined),-3.8,-6.2,-0.8,5.2,-0.2,-6.9,-1.9,-0.7,-1.3,99.3
N#Cc1c(-c2ccc(F)cc2)c(-c2ccc(F)cc2)nn(CCO)c1=O,-4.3,11.7,0.5,-2.5,5.5,-3.8,0.7,-7.2,1.1,96.3
COc1ccccc1-n1c(CNC(=O)c2ccc(S(=O)(=O)N3CCOCC3)cc2)n[nH]c1=S,-8.0,22.7,-0.3,1.8,-0.3,2.8,1.4,x,-0.5,95.7
CC(C)N1C(=O)CC(Nc2cccc3cccc(N)c23)C1=O (centres undefined),2.7,1.0,1.3,-6.0,-2.7,4.5,-1.3,-2.4,-0.7,102.8
CCOC(=O)C(CCCCOc1cccc(CC)c1)C(=O)OCC,6.7,25.5,-3.3,17.6,1.3,2.6,-0.3,-14.2,0.5,118.2
CCOC(=O)C1CCCN(C(=O)COC(=O)c2ccc(C#N)cc2)C1 (centres undefined),5.7,-7.1,-1.3,9.4,-3.6,-6.0,x,x,1.3,107.4
COc1ccc(C(CNC(=O)c2cc3ccccc3cc2OC)N2CCCC2)cc1 (centres undefined),-0.4,5.7,-0.6,2.7,-5.7,0.8,2.4,x,-2.7,147.3
